EPAC1 ag = agonists of human EPAC1; O95398; EPAC1 agonist qHTS, biochemical assay; response scale: 100% = response to 6.5 mM cAMP; Potency, µM (highest dose often 154 µM), for inactives: top-dose activation, usual class: activators; actives 0.073% (n = 360,000); AID 720707; also: potency is read from the fitted curve at half-maximal effect; nearly all actives have a fitted effect of over 60% in size
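Nucleotide exchange assay: 100 nM EPAC1 with 250 nM Rap1B loaded with BODIPY-GDP and 50 uM GDP, room temperature. Fluorescence (480/540 nm) read every 5 min for 30 min; signal change normalized to 6.5 mM cAMP as full agonist.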
GLP-1R inv ag = GLP-1 receptor (human) inverse agonism; HEK293 GLP-1R CRE-luciferase, luminescence, 24 h; GLP-1R form is constitutively active; P43220; actives 1.6% (n = 410,000); Potency, µM (highest dose often 38.3 µM), without a hit: top-dose activity change, negative = inhibition, hits mostly inhibitors; also: potency is read from the fitted curve at half-maximal effect; % is scaled to controls: 0 for no effect and ±100 for the full control effect; nearly all actives have a fitted effect of over 55% in size
Target sequence (P43220 whole entry, looked up): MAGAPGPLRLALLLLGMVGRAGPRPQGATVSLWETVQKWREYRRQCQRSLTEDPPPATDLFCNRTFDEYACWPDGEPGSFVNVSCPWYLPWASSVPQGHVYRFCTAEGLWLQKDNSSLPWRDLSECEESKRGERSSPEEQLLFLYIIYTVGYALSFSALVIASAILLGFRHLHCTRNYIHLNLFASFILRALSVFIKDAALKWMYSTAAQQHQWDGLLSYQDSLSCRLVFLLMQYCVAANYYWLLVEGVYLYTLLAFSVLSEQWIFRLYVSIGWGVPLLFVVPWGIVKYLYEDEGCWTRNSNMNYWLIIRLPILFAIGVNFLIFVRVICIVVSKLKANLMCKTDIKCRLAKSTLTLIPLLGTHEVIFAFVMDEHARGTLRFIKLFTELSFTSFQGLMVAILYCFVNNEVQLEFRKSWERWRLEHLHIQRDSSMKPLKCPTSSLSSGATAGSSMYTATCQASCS
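HEK293 cells stably co-expressing constitutively active GLP-1R and a cAMP-responsive luciferase reporter were seeded in DMEM with 10% Nu serum, given compounds after 12 h, and incubated 24 h at 37 deg C. Luminescence was then read.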
PLK1 PBD inh = blocks phosphopeptide binding to human PLK1 polo-box domain; AID 720504; P53350; actives 2.8% (n = 360,000); Plk1 PBD binding of FITC phosphopeptide, fluorescence polarization; Potency, µM, without a hit: max response, negative = inhibition, usual class: inhibitors; also: potency is read from the fitted curve at half-maximal effect; series mostly up to about 57 µM; % is scaled to controls: 0 for no effect and ±100 for the full control effect; nearly all actives have a fitted effect of over 65% in size
PI5P4K alpha inh = PI5P4K alpha (human) kinase inhibition | actives 1.2% (n = 330,000) | AID 652105 | max response, % | PI5P4Kalpha enzyme, ADP-Glo luminescence, 60 min; hits give low values | P48426; active = max response of -50% or lower; inconclusive = between -30% and -50%; inactive = -30% or higher; also: value at the top dose of about 77 µM; % is scaled to controls: 0 for no effect and ±100 for the full control effect
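Quantitative HTS of the MLSMR library against PI5P4Kalpha with substrate. ATP added last at 5 microM final; room temperature, 60 minutes. Remaining ATP depleted, ADP converted and read as luminescence.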
IL-2 act = IL-2 activation; activation, % (series mostly up to about 46 µM); actives 0.065% (n = 360,000); IL-2 activation reporter assay, cell-based qHTS; stimulated with anti-CD3/CD4/CD28 beads; in transgenic mouse T cells; AID 652025; in the data active = activation above about 50%; inconclusive = mostly about 30% to 49%; also: 0% is about no effect
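Quantitative HTS in unstimulated transgenic mouse T cells, with memory T cells as non-tolerant control and PMA/ionomycin as tolerance-bypass control. Compound pretreatment lasted 60 minutes before 18 h bead stimulation; EGFP/DsRed fluorescence read.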
PTHR1 ag = activates the human parathyroid hormone receptor PTHR1. Q03431. HEK293 GP2 PTHR1 cells, GloSensor cAMP luminescence, 1 h. Potency, µM (top dose mostly 115 µM), for the others: at the highest dose activation, most hits filed as activators. actives 0.075% (n = 410,000). AID 743266; also: potency is read from the fitted curve at half-maximal effect; nearly all actives have a fitted effect of over 55% in size; some results filed as inactive show a strong effect at the top dose; inactives centre near -15; many of its hits are not listed in these tables
Target sequence (Q03431 whole entry, looked up): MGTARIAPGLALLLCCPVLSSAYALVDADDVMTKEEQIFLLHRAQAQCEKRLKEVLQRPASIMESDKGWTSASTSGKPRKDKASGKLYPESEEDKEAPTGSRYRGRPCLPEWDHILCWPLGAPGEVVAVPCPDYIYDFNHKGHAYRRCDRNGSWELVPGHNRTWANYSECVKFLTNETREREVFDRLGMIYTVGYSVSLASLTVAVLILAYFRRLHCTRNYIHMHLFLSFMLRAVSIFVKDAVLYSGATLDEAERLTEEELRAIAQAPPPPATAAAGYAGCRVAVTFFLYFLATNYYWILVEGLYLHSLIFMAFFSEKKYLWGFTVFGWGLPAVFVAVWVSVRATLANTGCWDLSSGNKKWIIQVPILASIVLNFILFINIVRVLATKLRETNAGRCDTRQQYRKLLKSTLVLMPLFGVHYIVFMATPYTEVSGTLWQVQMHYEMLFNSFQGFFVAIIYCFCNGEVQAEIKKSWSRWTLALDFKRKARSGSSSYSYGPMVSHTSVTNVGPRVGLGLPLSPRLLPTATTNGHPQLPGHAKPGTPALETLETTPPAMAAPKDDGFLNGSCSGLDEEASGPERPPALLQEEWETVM
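HEK-293-derived GP2 cells expressing PTHR1 and a GloSensor cAMP reporter, 3,000/well, plated overnight, given luciferin plus IBMX (each 0.5 mM as added) for 1 h at 37 °C, then compound for 1 h at 37 °C. Luminescence was read after 15 min at room temperature.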
GLP1R cytotox = cytotoxicity counter-screen for GLP-1 receptor inverse agonists | HEK293 cAMP-luciferase reporter cells, luminescence, 24 h | actives 0.13% (n = 410,000) | Potency, µM (doses to about 38.3 µM), without a hit: at the highest dose activity change, negative = inhibition, usual class: inhibitors;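 also: loss of luciferase light is scored as toxicity; potency is read from the fitted curve at half-maximal effect; % is scaled to controls: 0 for no effect and ±100 for the full control effect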
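A 23 nL compound transfer followed 12 hours of cell culture at 37 deg C; exposure then lasted 24 hr. Luciferase assay detection reagent was dispensed and plates read for luminescence after a 12 min room-temperature wait.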
GLP-1R agonist = GLP-1 receptor (human) agonism; Potency, µM (top dose mostly 45.6 µM), for inactives: top-dose activation, usual class: activators; AID 624172; HEK293 GLP-1R CRE-luciferase, luminescence, 4-6 h; cells express a hypersensitive GLP-1R form; actives 0.007% (n = 380,000); P43220; also: potency is read from the fitted curve at half-maximal effect; % of control where 0% means no effect
EPAC1 antagonist = EPAC1 (human) antagonism. EPAC1 GEF assay, Rap1b-BODIPY-GDP exchange fluorescence. Potency, µM (series often up to 115 µM), for inactives: at the highest dose activity change, negative = inhibition, hits mostly inhibitors. actives 0.14% (n = 360,000). O95398;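 also: potency is read from the fitted curve at half-maximal effect; plate controls were vehicle for no effect and positive control for full effect; nearly all actives have a fitted effect of over 50% in size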
* = called active by the depositor; i = inactive; ? = inconclusive; · = no result given; [ ] = remark or other dose. Unless noted, calls follow the shape of the dose curve; as a rule, active = well fitted curve in the direction sought with a large enough effect; inconclusive = small, poorly fitted or top-dose-only effect, or another doubt; inactive = no such curve, though single readings can be large; an effect the other way counts as inactive or inconclusive. Some of the compounds tested (hit frequency here may not be typical).

item | molecule | EPAC1 ag | GLP-1R inv ag | PLK1 PBD inh | PI5P4K alpha inh | IL-2 act | PTHR1 ag | GLP1R cytotox | GLP-1R agonist | EPAC1 antagonist
1 | CCOc1ccc(C(NC(C)=O)c2ccc(OC)c(OC)c2)cc1 (configuration not stated) | -1% | 29% | -5% | -10 | -2.2 | i | ? | 20% | 5%
2 | COCc1cc(C)nc(OCC(=O)N/N=C/c2ccc(-c3cc([N+](=O)[O-])ccc3C)o2)c1C#N | 5% | 10% | -14% | -2 | -0.8 | 18% | 22% | 0% | -12%
3 | CCC(=O)Nc1nc2ccccc2n1Cc1ccc(C)cc1 | -2% | ? | -1% | 0 | 0.2 | i | ? | -2% | 9%
4 | CCCN(C(=O)c1cc(S(=O)(=O)N2CCCCC2)ccc1Cl)C1CCS(=O)(=O)C1 (configuration not stated) | -10% | 9% | -7% | 0 | 1.1 | i | 0% | -3% | -5%
5 | O=C(CCCN1C(=O)C2CC=CCC2C1=O)Nc1cccc(F)c1 (configuration not stated) | 3% | -22% | 3% | 1 | -1.2 | -38% | -2% | 11% | 1%
6 | O=C(CC(c1cccs1)N1Cc2ccccc2C1=O)Nc1ccc(F)cc1F (configuration not stated) | · | -9% | · | · | · | -7% | 0% | -2% | ·
7 | CCc1noc(C)c1C(=O)OC(C)C(=O)Nc1ccc2c(c1)OCO2 (configuration not stated) | 4% | 15% | 3% | -9 | -1.0 | -4% | -8% | 0% | -26%
8 | Cc1ccccc1NS(=O)(=O)c1cc2c(cc1C)N(C)CCO2 | -3% | -35% | -6% | 0 | -0.2 | i | 3% | -1% | 2%
9 | O=C(NC(Cc1ccc2c(c1)OCO2)C(=O)N1CCCC1C(=O)O)c1ccccc1 (configuration not stated) | 8% | 7% | -13% | · | -0.3 | i | 6% | 11% | -11%
10 | COc1ccc(Cl)cc1NC(=O)CN(C)C(=O)C1CC(=O)N(Cc2ccc(C)cc2)C1 (configuration not stated) | -4% | ? | 1% | 1 | -0.9 | -6% | -2% | 10% | 5%
11 | Cn1cc(CN2CCCC(C(=O)c3ccc(-c4ccccc4)cc3)C2)cn1 (configuration not stated) | -3% | -37% | -8% | 2 | -2.2 | -17% | ? | -9% | -7%
12 | C=CCn1c(=O)n(CCC#N)c(=O)n(CCC#N)c1=O | 6% | 5% | -8% | 5 | -3.4 | i | 1% | -1% | 2%
13 | COCC(C)n1c(C)cc(C(=O)CSc2nnc(N)s2)c1C (configuration not stated) | -7% | ? | -13% | -10 | -0.3 | i | 1% | -19% | 8%
14 | O=C(CN1CCN(c2ccccc2)CC1)N1N=CCC1c1ccccc1 (configuration not stated) | 3% | -13% | -3% | 6 | -0.2 | -25%[57.5 µM] | 18% | 2% | -2%
15 | CNc1cc(-c2cnn(CC(C)C)c2)ncn1 | 4% | 22% | -1% | 1 | -0.5 | -6% | 3% | -1% | 11%
16 | CCCCCC(=O)Nc1ccc(N2CCN(C(=O)c3ccccc3)CC2)cc1 | 2% | -16% | -3% | 6 | -1.6 | -32%[inhibitor] | -6% | 4% | -1%
17 | O=C1/C(=C/Nc2ccc3c(c2)OCO3)CCc2ccccc21 | 26% | ? | -18% | -17 | -1.8 | -64% | 8% | -35%[inhibitor] | 18%
18 | CC(C)Cn1c(N)c(C(=O)COC(=O)c2ccccc2C(=O)c2ccccc2)c(=O)n(C)c1=O | 7% | ? | 6% | 0 | -0.8 | -36%[inhibitor] | -12% | 15% | -10%
19 | Cn1c(SCc2ccon2)nc2ccccc2c1=O | -7% | 51%[activator] | -13% | · | -1.3 | -24% | 4% | 2% | 16%
20 | Cc1noc(C)c1-c1ccc(C(=O)NCc2cccs2)c2occc12 | 11% | 24% | -3% | 0 | 5.2 | -14% | 0% | 16% | -1%
21 | CC(c1ccncn1)N(C)C(=O)c1ccc2oc(Cc3ccccc3)nc2c1 (configuration not stated) | -21% | 6% | -3% | -4 | 0.0 | i | 0% | 0% | -10%
22 | O=C(NCC1CCCO1)c1cccc(Oc2ccccc2)c1 (configuration not stated) | 4% | 2% | -4% | 0 | 0.0 | i | 4% | -4% | -14%
23 | CCOC(=O)Cn1c(N2CCOCC2)nc2c1c(=O)[nH]c(=O)n2C | -10% | 29% | 1% | -6 | -0.3 | i | 2% | 3% | -9%
24 | CCC(=O)[C@@]1(C)[C@H](C)C[C@H]2[C@@H]3CCC4=CC(=O)C=C[C@]4(C)[C@H]3[C@@H](O)C[C@@]21C | -3% | -28% | 2% | -2 | 0.4 | i | -5% | -4% | 0%
25 | CCCCNC(=O)c1onc(CSc2ccc(C)c(C)c2)c1C(=O)O | -24% | -4% | -16% | -23 | 0.8 | -10% | 7% | -2% | -7%
26 | S=C(Nc1ccc(Br)cc1)N1CCN(c2ccccn2)CC1 | 6% | ? | -3% | 7 | 0.4 | -23% | 1% | -5% | -2%
27 | COC(=O)C1=CN(Cc2cccs2)C=C(C(=O)OC)C1c1cccc(OC)c1OC | 0% | -2% | -4% | · | -2.8 | -2%[57.5 µM] | -5% | -2% | 3%
28 | COc1cc(/C=C(\C#N)c2ccccn2)cc(OC)c1O | 10% | 2% | 24% | -3 | 6.7 | 12% | 10% | 16% | -6%
29 | O=C(COC(=O)c1cccc(S(=O)(=O)N2CCCC2)c1)c1ccc(F)cc1 | -6% | 9% | -5% | 1 | 0.6 | -5% | 4% | -6% | -14%
30 | Cc1nnc(SCc2cnc(-c3ccc(C(C)C)cc3)s2)n1C | 0% | 0% | 2% | -1 | -1.7 | 4% | 3% | 2% | 3%
31 | O=C(NCCCN1CCOCC1)C1COc2ccccc2O1 (configuration not stated) | 1% | 12% | -7% | 0 | 1.6 | i | 20% | 4% | -9%
32 | CCC(CC)c1nnc(NC(=O)CCNC(=O)c2ccccc2Cl)s1 | -4% | -17% | 0% | 3 | -0.4 | -6% | -17% | 6% | -18%
33 | O=C(COc1ccc(Br)cc1F)NCC1(N2CCCCC2)CCCCC1 | -4% | 5% | 2% | -3 | 2.2 | i | -2% | 12% | 1%
34 | CN(CC(=O)Nc1ccccc1Cl)CC(=O)c1c(N)n(Cc2ccccc2)c(=O)n(C)c1=O | 4% | 4% | -9% | -4 | 3.0 | i | -11% | 2% | -9%
35 | O=C(COc1ccc(S(=O)(=O)N2CCCC2)cc1)NCc1ccco1 | 2% | 0% | -3% | -14 | 0.4 | -29%[57.5 µM] | -2% | -6% | 3%
36 | CC(C)COc1ccc(C(=O)NNC(=O)c2ccc(=O)[nH]c2)cc1 | 3% | 12% | -16% | 2 | 0.1 | 23% | 1% | 0% | -14%
37 | CCN(C(=O)CSc1nc2ccc([N+](=O)[O-])cc2s1)C1CCS(=O)(=O)C1 (configuration not stated) | 6% | -3%[0.307 µM] | -8% | 4 | -0.4 | i | 10%[0.307 µM] | 3% | -12%
38 | Cc1ccc2c(c1)C1CN(C)CCC1N2C(=S)Nc1ccc(OC(F)F)cc1 (configuration not stated) | 4% | ? | -11% | 1 | -1.4 | -8% | 1% | 0% | -13%
39 | O=c1c(Cc2ccccc2)c(O)c2cccc3c4c(n1c23)CCCC4 | -10% | -28% | -22% | -7 | -5.5 | 9% | 0% | -5% | -20%
40 | Cc1nc2ccccc2c2oc(C(=O)N3CCc4ccccc4C3)cc12 | 20% | ? | -9% | 5 | -5.1 | -54%[inhibitor] | -26% | -4% | -22%
41 | CCNC(=S)Nc1ccc2c(c1)c(=O)n(C)n2-c1ccc(C(C)(C)C)cc1 | -14% | ? | ? | -28 | -1.0 | -21% | -12% | 5% | -21%
42 | COc1ccccc1CN=Cc1[nH]c2ccc(Br)c(Cl)c2c1O | 1% | 9% | -15% | -8 | -3.5 | i | -17% | 7% | -3%
43 | CN(c1ccccc1)c1nc(N)c([N+](=O)[O-])c(NCc2ccco2)n1 | 5% | ? | -1% | 1 | 2.0 | -95%[inhibitor] | 0% | ? | -3%
44 | Cc1c(C)c2c(OCC(=O)NCCCO)cc3c(c2oc1=O)CCC(C)(C)O3 | 0% | 94%[activator] | 1% | 1 | -0.5 | -16% | -9% | 16% | -14%
45 | COc1ccc(OC)c(CN2CCN(C(=O)c3ccc(S(=O)(=O)Nc4ccccc4F)cc3)CC2)c1 | 3% | -17% | -15% | -8 | 0.5 | -43% | 0% | -3% | -13%

Results in GLP1R cytotox (three entries from above):
#	smiles	GLP1R cytotox
41	CCNC(=S)Nc1ccc2c(c1)c(=O)n(C)n2-c1ccc(C(C)(C)C)cc1	-12%
42	COc1ccccc1CN=Cc1[nH]c2ccc(Br)c(Cl)c2c1O	-17%
43	CN(c1ccccc1)c1nc(N)c([N+](=O)[O-])c(NCc2ccco2)n1	0%

Whole records from above.
`Cc1nnc(SCc2cnc(-c3ccc(C(C)C)cc3)s2)n1C` in the list: EPAC1 ag = 0%; GLP-1R inv ag = 0%; PLK1 PBD inh = 2%; PI5P4K alpha inh = -1; IL-2 act = -1.7; PTHR1 ag = 4%; GLP1R cytotox = 3%; GLP-1R agonist = 2%; EPAC1 antagonist = 3%
`CN(c1ccccc1)c1nc(N)c([N+](=O)[O-])c(NCc2ccco2)n1` in the list: EPAC1 ag = 5%; GLP-1R inv ag = ?; PLK1 PBD inh = -1%; PI5P4K alpha inh = 1; IL-2 act = 2.0; PTHR1 ag = -95%[inhibitor]; GLP1R cytotox = 0%; GLP-1R agonist = ?; EPAC1 antagonist = -3%

Assay outcomes deposited in PubChem BioAssay by National Center for Advancing Translational Sciences (NCATS).
